SENP8 block-1 = SENP8 protease inhibition | Q96LD8 | purified SENP8, Z-RLRGG-aminoluciferin cleavage, luminescence | inhibition, % at 10 µM | 330,000 tested, 1.2% active | AID 2540; in the data active means inhibition above about 50%
SENP7 block = inhibitors of human SENP7 protease | recombinant SENP7, Z-RLRGG-aminoluciferin luminescence, 40 min | AID 434973 | 330,000 tested, 1.5% active | Q9BQF6 | inhibition, % at 5 µM;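 active means inhibition above about 50% at the single test dose, limit read from the data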;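 further: plate controls were DMSO with enzyme for no effect and no enzyme buffer wells for full effect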
Target sequence (Q9BQF6 706-1050 limits assumed): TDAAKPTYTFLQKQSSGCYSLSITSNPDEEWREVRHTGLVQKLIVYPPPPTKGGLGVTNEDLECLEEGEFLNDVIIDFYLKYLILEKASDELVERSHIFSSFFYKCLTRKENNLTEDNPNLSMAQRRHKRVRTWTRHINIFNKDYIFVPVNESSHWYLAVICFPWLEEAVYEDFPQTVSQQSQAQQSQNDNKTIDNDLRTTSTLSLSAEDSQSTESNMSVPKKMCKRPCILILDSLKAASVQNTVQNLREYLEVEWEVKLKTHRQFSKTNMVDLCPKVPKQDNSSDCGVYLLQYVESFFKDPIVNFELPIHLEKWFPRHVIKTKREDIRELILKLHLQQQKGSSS
SENP1 FRET inh = SENP1 (human) catalytic domain inhibition | AID 624204 | 360,000 tested, 0.21% active | inhibition, % at 10 µM | recombinant SENP1 catalytic domain, CyPet-SUMO1-YPet FRET cleavage | Q9P0U3;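 active means inhibition at least 30% at 10 µM, raw YFP signal under a set limit, fluorescence ratio 0.5 to 1.5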;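 further: 0% = enzyme with DMSO and 100% = no enzyme wells; some results filed as inactive read as strong as hits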
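system = hSENP1 catalytic domain, recombinant | reagent = SFCypet-SUMO1-SFYpet substrate at 25 nM | doses = one dose per compound, 10 µM, 0.5% DMSO | incubation = enzyme reaction for 50 min at room temperature, dark | measured by = FRET, CFP and YFP emission | controls = no-enzyme low, enzyme-DMSO high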
PfG6PD inh = PfG6PD (Plasmodium falciparum) enzyme inhibition; PfGluPho enzyme, NADPH resazurin-diaphorase fluorescence; inhibition, % at 20 µM; 350,000 tested, 0.78% active;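 active means inhibition reaching at least a set limit at 20 µM in the primary screen, cut at about 59% in these data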;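 further: 0% = DMSO wells with substrate and 100% = DMSO wells lacking glucose-6-phosphate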
beta cell repl = MIN6 beta-cell proliferation induction. MIN6 cells proliferation, ATPlite luminescence, 48 h; cells starved in 0.2% serum; 100% = growth in 10% serum. proliferation, % at 10 µM. 330,000 tested, 0.29% active;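 active means compounds whose signal lies at least 3.5 SD above the mean of all wells on their plate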;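 further: 0% = DMSO-treated cells in low-serum medium and 100% = 10% serum control; some compounds called inactive have numbers as strong as hits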
UBC13 polyUb = inhibitors of human UBC13 polyubiquitin chain formation. P61088. TR-FRET. inhibition, % at 20 µM. 330,000 tested, 0.47% active; in the data active means inhibition above about 45%, passing the limit was not always enough
Target sequence (P61088 whole entry, looked up): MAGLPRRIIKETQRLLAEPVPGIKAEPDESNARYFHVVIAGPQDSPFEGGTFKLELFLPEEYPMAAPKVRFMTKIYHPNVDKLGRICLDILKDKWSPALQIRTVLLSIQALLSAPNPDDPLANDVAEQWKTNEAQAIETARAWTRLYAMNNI
HKDC1 inh = blocks human hexokinase HKDC1 activity. 340,000 tested, 0.16% active. Q2TB90. recombinant HKDC1, G6PDH/diaphorase resazurin coupled fluorescence. inhibition, % at 20 µM;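 active means inhibition above about 35% when tested at 20 µM, limit read from the data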;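 further: plate controls were DMSO wells with enzyme for no effect and DMSO wells lacking enzyme for full effect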
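Assay system: recombinant HKDC1 hexokinase; detection: coupled resazurin fluorescence, excitation 525 nm, emission 613 nm; benchmarks: DMSO-plus-enzyme-mix negative control, buffer-substituted positive control; compound dosing: single 20 µM dose; schedule: 90 min at room temperature in dark; also added: glucose plus 1 mM ATP as hexokinase substrates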
SENP6 inh = blocks the human protease SENP6; 330,000 tested, 1.8% active; inhibition, % at 10 µM; Recombinant SENP6 catalytic domain, aminoluciferin luminescence; Q9GZR1;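 active means inhibition above about 50% at the single tested dose, limit read from the data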;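 further: plate controls were DMSO wells with enzyme for no effect and DMSO wells lacking enzyme for full effect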
Target sequence (Q9GZR1 628-1112 limits assumed): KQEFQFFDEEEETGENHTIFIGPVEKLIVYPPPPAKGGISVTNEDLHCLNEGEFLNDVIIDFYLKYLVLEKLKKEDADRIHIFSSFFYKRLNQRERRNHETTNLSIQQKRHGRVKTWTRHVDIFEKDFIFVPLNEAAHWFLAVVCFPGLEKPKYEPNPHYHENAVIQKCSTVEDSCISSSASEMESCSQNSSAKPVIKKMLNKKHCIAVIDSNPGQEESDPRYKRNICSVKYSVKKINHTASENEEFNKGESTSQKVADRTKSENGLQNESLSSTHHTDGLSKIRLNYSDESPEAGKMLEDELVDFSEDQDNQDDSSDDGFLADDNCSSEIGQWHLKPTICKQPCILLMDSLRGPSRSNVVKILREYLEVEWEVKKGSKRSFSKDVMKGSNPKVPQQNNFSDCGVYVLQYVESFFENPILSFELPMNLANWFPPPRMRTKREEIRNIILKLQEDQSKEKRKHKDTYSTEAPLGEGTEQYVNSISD
SENP8 block-2 = SENP8 (human) protease inhibition. Q96LD8. recombinant SENP8, Nedd8 substrate fluorescence. inhibition, % at 20 µM. 360,000 tested, 0.64% active. AID 602440; in the data active means inhibition mostly above about 40%, no sharp cut-off; inactive means mostly below about 27%
* hit, by the source's call; / = not tested or not shown.

Value order: SENP8 block-1, SENP7 block, SENP1 FRET inh, PfG6PD inh, beta cell repl, UBC13 polyUb, HKDC1 inh, SENP6 inh, SENP8 block-2
- C/C(CC(=O)Nc1ccc(Cl)cc1Cl)=N\NC(=O)c1ccncc1
 : 3, -2, -3, -15, -4, 0, -9, -12, 7
- CSCCC(NC(=O)CCN1C(=O)c2ccccc2C1=O)C(=O)O (stereo not drawn)
 : -8, -2, 1, 4, 1, -4, -11, -6, 7
- CC1(C)CC(=O)C=C(c2ccc(-c3ccccc3)cc2)C1
 : -5, 5, 8, -1, -2, 1, -1, -8, 11
- CSC1=NC2(CC(c3ccccc3)Oc3cc(O)ccc32)CC(C)(C)N1 (stereo not drawn)
 : -6, -4, 4, -13, -4, 15, 7, 2, -33
- COc1cccc(-c2ccc(C#N)c(OC(=O)c3c(Cl)cccc3Cl)n2)c1
 : -1, 3, 2, 12, -4, 28, 1, 2, -484
- O=C(NCCOc1ccccc1)[C@@H]1CCCN1C(=O)c1cccs1
 : /, /, 0, 13, /, /, -9, /, 8
- Cc1cc(C)nc(-n2nc(C)cc2NC(=O)c2cc3ccccc3oc2=O)n1
 : 4, 0, 0, -4, -1, 28, -1, 8, 9
- COc1cccc(C(=O)NC2(C(F)(F)F)N=C3SCCN3C2=O)c1 (stereo not drawn)
 : 1, 2, 1, -22, -2, 13, 5, 0, 4
- CCOC(=O)C1=CN(C(C)C)CCC1=O
 : /, /, 0, -6, /, /, -7, /, 4
- Nc1nc2c(F)cccc2s1
 : 0, -8, 2, 6, 0, -12, 3, 9, 12
- CC1(C)CC(=O)C2=C(C1)OC(N)=C(C#N)C21C(=O)N(Cc2ccccc2Cl)c2ccccc21 (stereo not drawn)
 : -4, 11, 0, 11, -3, 2, 5, -27, 23
- CCC(NC(=S)Nc1ccccc1)C(=O)O (stereo not drawn)
 : -9, -9, 2, 13, 0, -10, -15, 5, 9
- CCc1nnc(NS(=O)(=O)c2ccc(NC(=S)NC(=O)/C=C/c3ccc(C(C)C)cc3)cc2)s1
 : 17, -4, 3, -21, -2, -56, 0, -5, 25
- CCC(=O)N/C(=N/c1nc(C)cc(C)n1)Nc1ccc(OC)cc1
 : -2, -5, 1, -13, -1, -3, -11, -21, 14
- COCCCNC(=S)N(CCN(C)C)Cc1cc2cc3c(cc2[nH]c1=O)OCCO3
 : 1, 4, -5, 6, -1, 4, -10, -11, -323
- CCCNC(=O)C(Cc1ccccc1)NC(=O)c1ccc(-c2ccccc2)cc1 (stereo not drawn)
 : -3, 9, -1, 3, -2, 1, 3, 2, 21
- CCOC(=O)c1sc2nc(C)nc(NCc3cccnc3)c2c1C
 : -4, 5, -7, -8, -3, 9, -3, -1, -429
- COc1ccc(CN2CCCC(C(=O)N3CCc4ccccc4C3)C2)cc1OC (stereo not drawn)
 : -2, 7, 0, -5, -3, -4, -5, 2, 7
- CC1=NN(c2ccc([N+](=O)[O-])cc2)C(=O)/C1=C\N(C)C
 : 93*, 95*, 3, -14, -3, -20, -1, 97*, 43*
- CCCCn1c(SCC(=O)OCC)nc2c1c(=O)[nH]c(=O)n2C
 : 2, -3, 0, 29, -1, -4, -6, -2, 14
- O=C(COC(=O)C1CCN(S(=O)(=O)c2c(Cl)cccc2Cl)CC1)NCc1ccco1
 : 0, -7, -1, -4, 2, 10, 3, -7, 24
- Cc1ccc(S(=O)(=O)CC(CN2CCOCC2)N2CCOCC2)cc1 (stereo not drawn)
 : -1, 0, 0, -2, 1, -5, -10, -5, 6
- O=C(Nc1ccccc1C(=O)N1CCCCCC1)c1ccc(Cl)cc1
 : 1, -10, 3, 21, 2, 4, -13, 5, 3
- Oc1cccc(Nc2ncnc3ccccc23)c1
 : -1, 11, -1, 6, -3, -1, -13, 3, -5
- COc1ccccc1-n1c2nc3ccccc3nc2c2c(=O)n(-c3cc(C)cc(C)c3)cnc21
 : 0, -5, -5, 22, -3, 5, 1, -5, -302
- O=C(NCC(=O)N1CCN(S(=O)(=O)/C=C/c2ccccc2)CC1)c1ccc(Cl)cc1
 : -8, -7, 2, -11, -3, -8, -6, -13, 0
- Cc1ccc([N+](=O)[O-])cc1NC(=O)Nc1ccc(S(N)(=O)=O)cc1
 : 4, 3, 3, 4, 0, 2, 2, 1, 8
- CCCCC(=O)OCc1c(-c2ccccc2)ncc2ccccc12
 : 10, 0, -2, 9, -1, 5, 0, -10, 2
- Cc1ccc2nc3c(cc(C(=O)NC4CCCCC4)c(=N)n3C3CCCCC3)c(=O)n2c1
 : 0, 2, -25, 8, 0, 22, -1, -16, -315
- Cc1cc(=O)oc(C)c1C(=O)NCCc1ccc(F)cc1
 : 0, 4, 2, -1, 0, 4, -5, -12, 17

Additional results.
Value order: SENP8 block-1, SENP7 block, SENP1 FRET inh, PfG6PD inh, beta cell repl, UBC13 polyUb, HKDC1 inh, SENP6 inh, SENP8 block-2
- CCc1ccc(OCC(O)CN2CCN(c3ccc(OC)cc3)CC2)cc1 (stereo not drawn)
 : -4, 1, 3, 7, -2, -3, -3, -11, 13
- COc1ccccc1NC(=O)CSc1nnc(Cn2c(=O)sc3ccccc32)n1C
 : -1, -13, 1, 15, 4, 4, -2, 9, 17
- Cc1ccc(NC(=O)c2cc([N+](=O)[O-])ccc2NCc2cccnc2)cc1Cl
 : -7, 1, -5, 17, -5, -11, 6, -1, 19
- COc1ccccc1CCc1nnc(N)s1
 : -2, -12, -3, 10, -2, -2, 1, 7, 19
- C[C@@H]1CN([C@@H](C)CO)C(=O)c2cc(NC(=O)Nc3ccc4c(c3)OCO4)ccc2O[C@H]1CN(C)S(=O)(=O)c1cn(C)cn1
 : -3, 11, 1, 3, 2, 7, 1, 8, 8
- C#CCOCCOCCOCCNc1nc(N2CCN(C(=O)[C@H]([C@@H](C)CC)n3cc(CCCN=C(N)N)nn3)CC2)nc(N2CCN(C(=O)[C@H]([C@@H](C)CC)n3cc(CCCN=C(N)N)nn3)CC2)n1
 : -5, 0, /, /, -2, 25, /, 1, /
- COc1ccc(C(=O)c2ccc(OC)c(OC)c2OC)cc1
 : /, /, 2, 5, /, /, -3, /, 2
- O=S(=O)(Cc1ccc(Cl)cc1)N1CCN(Cc2ccc3c(c2)OCO3)CC1
 : -8, 7, 1, -8, -2, -8, -4, -3, 12
- Cn1nnnc1Sc1ncnc2scc(-c3ccccc3)c12
 : 0, 5, -15, -19, -3, 1, 3, 9, -22
- Cc1ccccc1Oc1ccc2c(c1)[C@@H]1C[C@H](N(C)C(=O)NC3CCCCC3)[C@H]([C@H](C)O)C(=O)N1CC2
 : /, /, -4, 18, /, /, -2, /, -22
- CC(C)OC(=O)c1cccnc1N1CCN(c2cccc(Cl)c2)CC1
 : 0, 2, 1, 12, -3, 8, 12, -2, -2
- O=C(Cn1ccc2ccccc2c1=O)NCCC(=O)N1CCN(c2cccc(C(F)(F)F)c2)CC1
 : 5, -3, 1, 1, -1, -11, 1, -7, -8
- Cc1nc2c(C)cccn2c(=O)c1NC(=O)c1cccc2ccccc12
 : -9, 1, 0, -11, -5, 15, 1, 0, -71
- COc1ccc(C(=O)Nc2ncccc2C)cc1S(=O)(=O)N1CCCc2ccccc21
 : -4, 3, -1, -6, -2, -2, 3, 2, 9
- Cc1cccc(NC2=C/C(=N/S(=O)(=O)c3cccs3)c3ccccc3C2=O)c1
 : /, /, 4, 62*, /, /, 53*, /, 103*
- Cc1ccc(S(=O)(=O)N2CCCC2C(=O)NCc2ccccc2F)cc1 (stereo not drawn)
 : -6, -15, 1, -9, -2, -7, -3, -19, 18
- CSCCC1NC(=O)N(CC(=O)Nc2ccc(Cl)c(S(=O)(=O)N3CCOCC3)c2)C1=O (stereo not drawn)
 : -8, -5, 2, -10, -3, -8, 3, 11, 16
- Cc1nc(NC(=O)c2ccc([N+](=O)[O-])cc2Cl)sc1C(=O)N(C)C
 : 4, 5, 1, 31, -3, -6, 4, 3, 21
- CCN(Cc1ccccc1)C(=O)CSc1nncn1C
 : 3, 4, 1, 6, -1, 3, -6, 18, 11
- CN(CC(=O)Nc1ccccc1F)CC(=O)Nc1ccccc1Br
 : 4, 3, 1, 3, 1, 3, -8, -1, 12
- CC(NC(=O)OCc1ccccc1)C(=O)Oc1cc2oc(=O)cc(-c3ccccc3)c2cc1Cl (stereo not drawn)
 : 7, 4, -24, -46, 0, 7, 7, -8, -416
- C=C1C2(C(=O)NCc3ccco3)CCC(C2)C1(C)C (stereo not drawn)
 : 5, 9, -1, -2, -1, -5, -1, 9, 9
- CCCn1c(NC(=O)C2CCN(S(=O)(=O)c3cccs3)CC2)nc2ccccc21
 : 4, 1, -1, -11, -1, -2, -4, 0, 9
- O=C1C=CN(C(=O)Oc2ccccc2)CC1
 : 8, 5, 1, -2, 0, 2, -4, 3, 18
- CCNc1nc(NC(C)C)nc(OCCNS(=O)(=O)c2cc(C)ccc2C)n1
 : -4, -4, 1, -25, -2, 4, -7, -8, 15
- CCc1ccc(CNC(=O)C2CCN(S(=O)(=O)N3CCCC3)CC2)cc1
 : -7, 8, 0, -8, 4, 2, -4, -12, 10
- COc1ccc(NC(=O)NCc2cccnc2)cc1OC
 : 1, -6, -2, 19, -2, -4, -5, -13, 26
- CCN(CC)S(=O)(=O)c1ccc2[nH]cc(C(=O)NCCCN3CCCCC3C)c(=O)c2c1 (stereo not drawn)
 : 1, 5, -2, 11, -1, 4, -7, -9, -89
- Cc1csc(=O)n1CC(=O)OCC(=O)Nc1ccc(Cl)cc1F
 : 0, 7, 0, 2, -2, 0, -5, -18, 2
- NS(=O)(=O)c1ccc(CCNC(=O)CN2CCN(c3ccccc3O)CC2)cc1
 : 5, 5, 0, -4, -3, 3, -7, 5, 10
- O=C(NC1CCCCC1)C(c1ccccc1)N(C(=O)Cc1ccsc1)c1ccccc1 (stereo not drawn)
 : 10, -4, -1, -10, -3, 0, 8, 11, 5

Entries listed so far that have a COOH group:
Value order: SENP8 block-1, SENP7 block, SENP1 FRET inh, PfG6PD inh, beta cell repl, UBC13 polyUb, HKDC1 inh, SENP6 inh, SENP8 block-2
- CSCCC(NC(=O)CCN1C(=O)c2ccccc2C1=O)C(=O)O (stereo not drawn)
 : -8, -2, 1, 4, 1, -4, -11, -6, 7
- CCC(NC(=S)Nc1ccccc1)C(=O)O (stereo not drawn)
 : -9, -9, 2, 13, 0, -10, -15, 5, 9
